# GALK inh: galactokinase (human) inhibition; P51570; Purified GALK, Kinase-Glo residual ATP luminescence; Potency, µM (doses to about 57.5 µM), for inactives: top-dose activity change, negative = inhibition, actives largely listed as inhibitors; 270,000 compounds, 0.007% hits; AID 1868; also: potency is read from the fitted curve at half-maximal effect; % is scaled to controls: 0 for no effect and ±100 for the full control effect
#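 5 nM enzyme, 35 uM ATP, 100 uM galactose, 20 mM HEPES pH8.0, 5 mM MgCl2; 1 h RT; residual ATP by Kinase-Glo Plus luminescence, qHTS format.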
# a7 integrin act: activators of alpha7 integrin expression for muscular dystrophy; 350,000 compounds, 0.064% hits; AID 624291; Potency, µM (highest dose often 38.3 µM), for the others: at the top dose activation, actives largely listed as activators; alpha7betagal myoblasts, beta-gal FDG fluorescence, 48 h;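 also: potency is read from the fitted curve at half-maximal effect; 100% = response of the positive control SU9516; nearly all actives have a fitted effect of over 60% in size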
#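 Alpha7betagal+/- myoblasts (passage 13) were plated 16-24 hr, then exposed to compounds (1:260 dilution of DMSO stock) for 48 hours at 37C. After MPER lysis, β-galactosidase reporter activity was read as FDG fluorescence (ex 480/em 540) after 30 minutes.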
# BCR signal inh: inhibitors of chronic active B-cell receptor signaling | ABC-DLBCL IkBa-CBG/CBR reporter, luminescence ratio, 4 h | Potency, µM (titrated, usually from 46.1 µM), for the others: at the highest dose ratio change, negative = lower green/red ratio, most hits filed as inhibitors | 340,000 compounds, 0.05% hits | AID 493014; active = well fitted inhibition curve with a large enough effect in the signal ratio, with a control signal flat, not every such curve was filed as active; inconclusive = small, poorly fitted or top-dose-only effect, or effect the other way, or a change in a side signal; the % refers to the signal ratio;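 also: potency is read from the fitted curve at half-maximal effect; plate controls were basal doxycycline-induced cells for no effect and cells given 10 µM MG132 for full effect; MG132 reads +100%, hits lower the ratio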
#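 TMD8 ABC-DLBCL cells carrying doxycycline-inducible green luciferase fused to IkappaBalpha plus unfused red luciferase were exposed to compounds (up to 46 uM) for 4 hrs at 37C. Activity came from the overlap-corrected green/red luminescence ratio.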
# Menin-MLL TR inh: displaces Texas Red mutant MLL peptide from human menin | O00255 | Menin + Texas Red MLL mutant peptide, fluorescence polarization | Potency, µM (series often up to 61.6 µM), inactives show at the highest dose FP activity change, negative = inhibition, actives largely listed as inhibitors | 270,000 compounds, 0.23% hits; active = well fitted inhibition curve with a large enough effect in the polarisation, with a control signal flat, not every such curve was filed as active; inconclusive = small, poorly fitted or top-dose-only effect, or effect the other way, or a change in a side signal; inactive = no such curve, though single readings can be large or run the other way; the % refers to the polarisation; also: potency is read from the fitted curve at half-maximal effect; % of control where 0% means no effect; many of its hits are not listed in these tables
# PKM2 act: PKM2 (human) enzyme activation | 260,000 compounds, 0.34% hits | Potency, µM (doses to about 57.5 µM), inactives show at the top dose activation, usual class: activators | purified PKM2, Kinase-Glo ATP luminescence, activation; response scale: 0% is enzyme alone, no compound | P14618; also: potency is read from the fitted curve at half-maximal effect; % is scaled to controls: 0 for no effect and ±100 for the full control effect; nearly all actives have a fitted effect of over 55% in size
#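 Purified hPK-M2 (>95%) run at intermediate activity with 0.1 mM ADP and 0.5 mM PEP in 50 mM imidazole pH 7.2, KCl, MgCl2; 1 h room temperature. ATP formed read by Kinase-Glo luminescence; normalized to uninhibited and no-enzyme controls.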
# B2AR arrestin: recruits beta-arrestin to the human beta2-adrenergic receptor; P07550; beta-arrestin recruitment to beta2AR, cell-based reporter; Potency, µM (doses to about 46.1 µM), for the others: top-dose activation, actives largely listed as activators; 330,000 compounds, 0.02% hits; AID 492947;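 also: potency is read from the fitted curve at half-maximal effect; 0% = DMSO controls and full agonism = EC100 isoproterenol or metaproterenol; nearly all actives have a fitted effect of over 65% in size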
# Target sequence (P07550 whole entry, looked up): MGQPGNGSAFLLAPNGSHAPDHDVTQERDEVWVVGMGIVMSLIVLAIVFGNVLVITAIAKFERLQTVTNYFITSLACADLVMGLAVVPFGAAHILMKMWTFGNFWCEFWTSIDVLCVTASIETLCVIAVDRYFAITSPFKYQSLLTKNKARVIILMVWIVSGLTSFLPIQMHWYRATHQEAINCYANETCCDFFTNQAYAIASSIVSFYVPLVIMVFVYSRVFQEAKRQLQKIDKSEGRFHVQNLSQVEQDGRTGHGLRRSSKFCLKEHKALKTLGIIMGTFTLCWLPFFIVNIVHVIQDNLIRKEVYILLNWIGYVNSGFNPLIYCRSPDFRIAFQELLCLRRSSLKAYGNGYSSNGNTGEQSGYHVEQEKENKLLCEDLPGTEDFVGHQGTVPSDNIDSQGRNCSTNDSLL
# FBPA coupling cs: inhibits coupling enzyme system, counter-screen for aldolase hits; activity change, negative = inhibition, % at 58.2 µM, hits read low; coupling enzyme system counterscreen, AmpLite Red fluorescence; 290,000 compounds, 0.67% hits; in the data active = activity change below about -30%; also: % is scaled to controls: 0 for no effect and ±100 for the full control effect
#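 Activity here indicates interference with the coupling reaction, not aldolase inhibition. Compounds at 57.5 uM final met coupling enzymes for 10 min at RT; substrate and AmpLite Red detection followed, with a 525/598 nm fluorescence read after 20 min.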
# ASM inhibitor: blocks human secretory acid sphingomyelinase; P17405; placental ASM, HMU-PC fluorogenic substrate, 60 min; Potency, µM (doses to about 57.5 µM), for inactives: at the top dose activity change, negative = inhibition, most hits filed as inhibitors; 340,000 compounds, 0.006% hits; AID 504937; also: potency is read from the fitted curve at half-maximal effect
#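 Steps: dispense placental human ASM, pin compound, wait 10 min at room temperature, add HMU-PC0 substrate at 9 uM final, incubate 60 min at 37 °C, add stop solution raising pH to 10, read fluorescence.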
# Giardia kill: kills Giardia lamblia; activity change, % at 7.66 µM, hits read low; Giardia lamblia trophozoite viability; 340,000 compounds, 0.15% hits; in the data active = activity change below about -80%; inconclusive = between about -30% and that limit;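 also: parasites exposed to compound for two days anaerobically before the ATP read; % is scaled to controls: 0 for no effect and ±100 for the full control effect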
#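 Giardia lamblia trophozoites (100 cells/well) were incubated with compounds for 48 h at 37 deg C under anaerobic conditions. Viability was read as ATP content by one-step luminescence after 15-30 min at room temperature.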
# Tb PFK inh: inhibitors of T. brucei phosphofructokinase. T. brucei PFK, ADP-Glo luminescence. Potency, µM (top dose mostly 57.5 µM), for the others: at the highest dose activity, negative = inhibition, most hits filed as inhibitors. 330,000 compounds, 0.17% hits. AID 485367;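 also: potency is read from the fitted curve at half-maximal effect; 0% = uninhibited 1x PFK enzyme wells and -100% = no-enzyme wells; nearly all actives have a fitted effect of over 60% in size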
#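 Activity is normalized to no-enzyme wells (full inhibition) and 1.25 nM enzyme wells (no inhibition). Reaction: 0.5 mM F6P, 0.1 mM ATP, 45 min RT, ADP-Glo luminescence; concentration-response curves fitted and classed by quality.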
# TSG101-PTAP inh: blocks PTAP/TSG101 interaction to inhibit HIV-1 budding | Q99816 | Fluorescence polarization, FITC-PTAP peptide / Tsg101 binding | Potency, µM (doses to about 115 µM), for inactives: at the top dose activity change, negative = inhibition, most hits filed as inhibitors | 340,000 tested, under 10 active; active = well fitted inhibition curve with a large enough effect in the main read-out, with a control signal flat, not every such curve was filed as active; inconclusive = small, poorly fitted or top-dose-only effect, or effect the other way, or a change in a side signal; inactive = no such curve, though single readings can be large or run the other way; also: potency is read from the fitted curve at half-maximal effect; % of control where 0% means no effect
# Target sequence (Q99816 whole entry, looked up): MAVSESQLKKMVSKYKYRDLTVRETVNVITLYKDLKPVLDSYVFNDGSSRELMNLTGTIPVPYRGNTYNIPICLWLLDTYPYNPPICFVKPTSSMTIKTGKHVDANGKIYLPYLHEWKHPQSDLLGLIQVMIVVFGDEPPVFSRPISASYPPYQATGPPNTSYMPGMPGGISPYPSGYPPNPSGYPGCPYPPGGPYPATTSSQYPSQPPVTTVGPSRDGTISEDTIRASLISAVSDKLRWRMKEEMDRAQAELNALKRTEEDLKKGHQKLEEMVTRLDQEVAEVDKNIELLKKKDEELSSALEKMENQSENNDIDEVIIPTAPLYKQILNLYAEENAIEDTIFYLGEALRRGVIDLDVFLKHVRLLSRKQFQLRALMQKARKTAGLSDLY
#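 FP read-out: FITC-PTAP peptide, 50 nM final, binding Tsg101 binding domain, 10 uM final; 20 min, r.t.; 10 mM HEPES pH 7.5, 0.15 M NaCl, 0.01% Tween 20, 3 mM EDTA, 0.1 mM TCEP.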
# Active calls of the source: *; ? = inconclusive; . = no result given; [ ] = dose if it differs, or a comment. Unless noted, calls follow the shape of the dose curve; as a rule, active = well fitted curve in the direction sought with a large enough effect; inconclusive = small, poorly fitted or top-dose-only effect, or another doubt; inactive = no such curve, though single readings can be large; an effect the other way counts as inactive or inconclusive.
SMILES,GALK inh,a7 integrin act,BCR signal inh,Menin-MLL TR inh,PKM2 act,B2AR arrestin,FBPA coupling cs,ASM inhibitor,Giardia kill,Tb PFK inh,TSG101-PTAP inh
Cc1c(Cl)c([N+](=O)[O-])nn1CCCC(=O)NC1CCCCC1,0.3%,4.9%,-6.7%,-8.3%,-2.7%,0.5%,1.0,-2.4%,-20.7,0.7%,-0.1%
O=S1(=O)C=C(Sc2nc3ccccc3s2)c2ccccc21,0.2%,-67.8%[inhibitor],?,-13.9%,-0.2%,-0.2%,0.8,-4.9%,-20.2,-26.9%,-3.7%
CC(=O)Oc1ccc(NC(=O)CSc2ccccc2)cc1,-0.5%,6.1%,-5.4%,6.9%,5.9%,-0.4%,1.6,-0.2%,-4.2,-0.3%,-5.2%
Cc1nc2n[nH]c(N)c2c2c1CCCC2,-1.9%,-11.6%,-25.5%,.,4.4%,0.3%,0.7,-0.8%,4.3,4.5%,-5.1%
Cc1cccc(Oc2sc(C(=O)c3ccccc3)c(N)c2C#N)c1,-3.1%,-0.8%,-25.3%,34.0%[activator],3.2%,0.2%,9.6,-22.3%,4.9,3.5%,-4.6%
CC(C)CCn1c(Br)nc2c1c(=O)n(CC(N)=O)c(=O)n2C,2.9%,0.3%,0.3%,-7.7%,14.0%,-0.1%,2.9,-1.5%,-3.1,-0.6%,-3.0%
Cn1c(-c2ccc([N+](=O)[O-])cc2)nc2ccccc21,5.9%,30.8%,-1.9%,17.4%,?,0.1%,0.9,1.6%,-25.0,-0.3%,-1.8%
CN(C(=O)c1ccc2c(c1)CCO2)C(C)(C)C,-1.8%,13.0%,-1.1%,.,-1.1%,0.1%,5.1,-2.0%,-4.0,-9.4%,1.4%
Cn1c(=O)[nH]c2c(Cl)nccc21,-1.0%,-28.5%,-2.3%,.,-5.5%,0.1%,-1.2,-1.0%,44.0[activator],-7.0%,-6.6%
CC1(C)CC(=O)C(=Cc2cn(-c3ccccc3)nc2-c2ccc(Cl)cc2)C(=O)C1,-2.2%,?,?,?,17.3%,-0.1%,.,0.9%,0.8,-2.7%,-1.2%
CCOc1ccccc1N(CC(=O)NCc1ccco1)C(=O)CCC(=O)Nc1nccs1,14.9%,9.6%,-13.1%,-26.8%,6.5%,-0.9%,3.2,-4.1%,-2.0,1.4%,-0.8%
NC(=O)c1ccc(NS(=O)(=O)c2ccc3ccccc3c2)cc1,-0.4%,22.3%,-10.9%,14.3%,.,0.1%,3.5,-1.8%,16.1,4.3%,-4.0%
Cc1ccc(S(=O)(=O)N(C)C)cc1NC(=O)COC(=O)c1ccc2c(c1)OCCO2,-0.7%,?,-3.3%,6.0%,0.4%,0.0%,3.4,-6.0%,13.8,0.3%,-3.6%
CNC(=S)Nc1ccc(Nc2ccccc2)cc1,-2.2%,-12.6%[7.66 µM],-4.7%,6.9%,1.5%,-1.0%,3.3,-1.3%,0.6,1.6%,-14.1%
C=CCn1c(C(C)NC(=O)c2cccs2)n[nH]c1=S (centres undefined),2.4%,-5.3%,-2.7%,14.8%,-2.4%,-1.0%,2.6,3.5%,-5.4,-0.6%,-1.3%
NC(=O)C1(N2CCCCC2)CCN(Cc2nc3ccccc3c(=O)[nH]2)CC1,1.3%,-21.4%,3.7%,-17.8%,6.2%,-0.3%,1.2,6.3%,-4.0,-1.6%,-7.9%
COc1ccc(OC)c(-c2cn(S(=O)(=O)c3ccccc3)nc2N)c1,-1.4%,18.0%,?,?,12.2%,-0.1%,-6.5,-5.7%,14.2,3.2%,-3.6%
CC1Cc2ccccc2N1S(=O)(=O)c1cccc2nsnc12 (centres undefined),-0.3%,-28.0%,17.1%,9.0%,?,-0.2%,0.0,-1.4%,-2.5,0.4%,-10.0%
COc1cc(-c2nnc(-c3cc(OC)c(OC)c(OC)c3)o2)cc(OC)c1OC,-3.4%,-13.3%,-8.8%,-23.9%,-1.5%,0.8%,-0.9,1.2%,11.7,-3.2%,0.0%
CCn1nc(C(=O)N2CCN(Cc3nc4ccccc4s3)CC2)c2ccccc2c1=O,.,-36.0%,?,.,.,-0.5%,.,-2.3%,24.2,8.7%,1.7%
CC(=O)c1ccc(OCCCC(=O)n2nnc3ccccc32)cc1,0.9%,-2.4%,5.4%,6.1%,-0.2%,0.1%,2.8,-4.9%,-15.4,2.4%,-6.0%
CCOC(=O)c1[nH]c2ccc(OCC)cc2c1CCCN1C(=O)c2ccccc2C1=O,.,17.9%,-0.8%,-9.4%,2.3%,-1.2%,-1.5,-19.1%,-6.1,-8.3%,-1.5%
CN1CCN(C(=O)CNC(=O)c2cccs2)CC1,.,-12.4%,5.3%,.,.,5.2%,.,4.2%,-7.2,11.2%,0.4%
COc1cc(/C=N/n2c(-c3n[nH]c4c3CCC4)n[nH]c2=S)cc(OC)c1O,-0.4%,0.2%,-0.6%,.,5.4%,0.6%,-3.1,32.1%[activator],-3.3,-12.8%,-1.1%
Cc1cc(NS(=O)(=O)c2ccc(NC(=O)/C=C/c3ccc(Br)cc3)cc2)no1,3.0%,22.2%,0.1%,?,-0.5%,4.2%,3.2,-1.9%,8.1,-0.9%,.
COc1ccc(S(=O)(=O)Nc2nccs2)cc1OC,1.1%,1.4%,?,0.0%,?,0.1%,5.7,3.3%,?,2.0%,-12.4%
O=C(/C=C/NNC(=O)c1ccc(Cl)cc1)c1ccccc1,2.1%,5.4%,?,3.6%,11.4%,-0.9%,1.3,?,7.0,3.8%,-1.6%
COc1ccc(C(C(=O)NC2CCCCC2)N(C(=O)Cc2c[nH]c3ccccc23)c2ccccc2C)cc1OC (centres undefined),-0.1%,24.6%,1.0%,-4.8%,7.0%,0.1%,-5.8,-3.7%,8.3,0.1%,-1.2%
Cc1[nH]c2c(Br)cccc2c1[C@H]1[C@@H](CC#N)C1(C)C,0.2%,-7.3%,?,3.5%,4.4%,-0.6%,-8.4,-21.3%,-14.2,1.5%,-4.8%
CC(C)c1ccc(NC2CCCN(C(=O)c3ccco3)C2)cc1 (centres undefined),-2.4%,-22.0%,3.3%,.,.,0.1%,.,2.6%,-1.9,0.8%,0.9%
Cc1ccccc1NS(=O)(=O)c1ccc(C(=O)NCC(c2ccco2)N2CCCCC2)cc1 (centres undefined),.,-20.1%,?,.,.,0.4%,.,5.7%,3.3,-5.4%,1.3%
CC1CCCCC1NC(=O)CNC(=O)c1cccs1 (centres undefined),.,4.0%,-0.5%,.,.,-0.3%,.,3.4%,12.9,-3.3%,-7.7%
COc1ccc(S(=O)(=O)N2CCCCC2)cc1NC(=O)c1c(F)cccc1Cl,.,-23.1%,-3.2%,.,.,-0.7%,.,-3.0%,3.9,-0.9%,-0.5%
O=C1N=C(N2CCCCC2)S/C1=C\c1ccccc1F,-0.4%,-20.2%,0.8%,-12.0%,-0.4%[11.5 µM],0.0%,1.0,-1.9%,-5.0,3.3%,-1.0%
CCCC1OC2CC3C4CCC5=CC(=O)C=CC5(C)C4C(O)CC3(C)C2(C(=O)O)O1 (centres undefined),-2.9%,-5.7%,?,-0.1%,-6.1%[11.5 µM],-0.4%,0.3,0.6%,6.7,-0.2%,-1.9%
O=C(Nc1cc(C(F)(F)F)ccc1N1CCCC1)C1CCCO1 (centres undefined),.,0.0%,?,.,.,0.3%,.,5.0%,8.2,1.4%,-6.5%
O=C(O)CC(=O)Nc1cc(Cl)ccc1O,0.9%,7.5%,-17.7%,0.4%,-0.7%,-0.1%,3.1,3.7%,-7.0,1.3%,-6.8%
Cc1oc2cc(O)ccc2c(=O)c1-c1ccccc1,13.6%,6.9%,-14.8%,4.7%,2.6%,0.3%,6.0,107.6%[activator],?,-2.6%,-0.2%
C[N+]1(CCCCSc2ccc(O)cc2)CCCCC1,-0.3%,-9.3%,-4.2%,7.9%,-1.9%,8.7%,1.9,4.1%,3.2,-2.7%,-0.8%
O=[N+]([O-])c1ccc(N2CCN(C(=S)NCc3ccc(Cl)cc3)CC2)cc1,1.5%,-7.6%,11.8%,?,3.5%,-0.7%,-0.9,-17.6%,14.6,-6.5%,-0.4%

# Assay outcomes deposited in PubChem BioAssay by National Center for Advancing Translational Sciences (NCATS).

# Only part of the results is shown; count on the stated rates, not on these rows.
